Assay outcomes as filed in PubChem BioAssay.
aGlu spleen mod – lysosomal alpha-glucosidase (human) modulation; Potency, µM (highest dose often 79.9 µM), inactives show top-dose activity change, negative = inhibition, hits mostly inhibitors; 240,000 tested, 0.006% active; P10253; human spleen homogenate, 4-MU-alpha-glucoside fluorescence;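 further: potency means the concentration at half of the fitted maximal effect; 0% = enzyme with vehicle and -100% = no enzyme basal signal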
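Compounds were titrated against alpha-glucosidase in spleen homogenate at pH 5.0, with 1 mM 4-methylumbelliferyl substrate for 40 min at 37 C. Reactions were quenched with pH 10 NaOH/glycine and fluorescence measured.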
HTT aggregate – reduces HttQ103-GFP aggregates in PC12 cells | PC12 HttQ103-GFP aggregates, Acumen cytometry, 40 h | Potency, µM (series often up to 46.1 µM), for the others: at the highest dose activity change, negative = inhibition, most hits filed as inhibitors | 220,000 tested, 1.1% active; further: potency means the concentration at half of the fitted maximal effect; on the % scale 0 is the no-effect control and ±100 the full control effect; nearly all actives have a fitted effect of over 60% in size
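PC12 cells stably carrying ecdysone-inducible HTT exon 1 Q103–GFP were induced with tebufenozide (100 nM final) and treated with library compounds in titration. GFP aggregates in lysates were counted by laser scanning cytometry.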
LMNA splice mod – LMNA splicing modulation; HeLa LMNA splicing GFP/RFP minigene ratio, 48 h; Potency, µM (titrated, usually from 46.1 µM), without a hit: at the highest dose ratio change, negative = inhibition, most hits filed as inhibitors; 200,000 tested, 0.01% active; AID 1487; active means well fitted inhibition curve with a large enough effect in the signal ratio, with a control signal flat, not every such curve was filed as active; inconclusive means small, poorly fitted or top-dose-only effect, or effect the other way, or a change in a side signal; the % refers to the signal ratio; further: potency means the concentration at half of the fitted maximal effect; on the % scale 0 is the no-effect control and ±100 the full control effect
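S3 HeLa stable clones carrying a lamin A-EGFP splicing minigene plus DsRed2 were seeded at 600 cells/well in Opti-MEM with 2% FBS, pin-dosed and incubated 48 h at 37°C. Acumen cytometry (488 nm) gave the GFP/RFP total-intensity ratio.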
GAA glycogen – inhibitors or activators of human alpha-glucosidase glycogen cleavage; P10253; recombinant GAA, glycogen substrate, Amplex Red glucose oxidase fluorescence; Potency, µM (doses to about 76.4 µM), for inactives: at the top dose activity change, negative = inhibition, hits mostly inhibitors; 300,000 tested, 0.38% active; AID 2100;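 further: potency means the concentration at half of the fitted maximal effect; 0% = full enzyme reaction and -100% = no-enzyme basal signal; the screen sought inhibitors and activators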
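Recombinant human alpha-glucosidase (4 nM final) hydrolysed bovine liver glycogen (30 ug) for 40 min at 37 C in pH 5.0 citrate/phosphate with 0.01% Tween-20. Released glucose detected by glucose oxidase/Amplex Red, Ex 573/Em 610 nm. Compounds up to 77 uM; AC50 from Hill fits.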
HTT ATP protect – protects HTT-Q103 PC12 cells, measured by ATP | 230,000 tested, 0.14% active | AID 1471 | PC12 HTT-Q103 induced, cytoprotection, ATP luminescence, 40 h | Potency, µM (doses to about 56.4 µM), inactives show cytoprotection (ATP increase), usual class: activators;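 further: potency means the concentration at half of the fitted maximal effect; % of control where 0% means no effect; nearly all actives have a fitted effect of over 45% in size; toxic huntingtin expression switched on by the ecdysone agonist tebufenozide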
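PC12 cells with ecdysone-inducible HTT exon 1 Q103-GFP, induced with 100 nM tebufenozide and co-treated with library compounds in a dose series (1536-well, 1500 cells/well). Cytoprotection read as ATP content by ATPlite luminescence.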
CBFb-RUNX1 inh – inhibitors of human CBF-beta and RUNX1 interaction; AlphaScreen CBFb-His/RUNX1-biotin binding, biochemical; Potency, µM (series often up to 59.8 µM), inactives show at the top dose activity, negative = inhibition, usual class: inhibitors; 230,000 tested, under 10 active; AID 1477; Q01196+Q13951; further: % of control where 0% means no effect
Target sequence (Q01196 whole entry, looked up): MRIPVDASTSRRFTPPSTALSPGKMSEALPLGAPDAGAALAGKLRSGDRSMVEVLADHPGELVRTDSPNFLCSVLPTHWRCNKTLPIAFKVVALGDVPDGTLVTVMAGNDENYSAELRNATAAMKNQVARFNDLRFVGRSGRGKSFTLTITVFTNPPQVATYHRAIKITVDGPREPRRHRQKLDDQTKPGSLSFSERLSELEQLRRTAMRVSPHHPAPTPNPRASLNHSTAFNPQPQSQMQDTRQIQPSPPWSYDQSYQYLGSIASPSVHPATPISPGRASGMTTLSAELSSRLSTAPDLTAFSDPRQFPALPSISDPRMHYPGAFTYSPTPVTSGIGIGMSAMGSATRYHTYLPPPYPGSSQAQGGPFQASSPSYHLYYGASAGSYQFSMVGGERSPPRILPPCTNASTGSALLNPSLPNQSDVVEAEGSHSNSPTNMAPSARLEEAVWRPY
Target sequence (Q13951 whole entry, looked up): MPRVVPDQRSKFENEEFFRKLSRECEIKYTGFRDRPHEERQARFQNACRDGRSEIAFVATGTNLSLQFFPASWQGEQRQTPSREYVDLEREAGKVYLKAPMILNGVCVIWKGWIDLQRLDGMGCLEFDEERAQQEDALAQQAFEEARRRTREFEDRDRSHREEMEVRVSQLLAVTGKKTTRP
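Interaction loss through any mechanism counts as activity. Pre-formed complex of His-CBF-beta and biotin-RUNX1 (30 nM apiece) is incubated with compound 15 min, then with 50 ng nickel and 50 ng streptavidin beads for 90 min before AlphaScreen detection.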
GAA inh – inhibitors of human lysosomal alpha-glucosidase; 200,000 tested, 0.005% active; Potency, µM (highest dose often 76.9 µM), without a hit: at the top dose activity change, negative = inhibition, actives largely listed as inhibitors; purified human GAA, 4-MU-alpha-glucoside fluorescence;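 further: potency means the concentration at half of the fitted maximal effect; plate controls were uninhibited enzyme wells for no effect and no-enzyme background for full effect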
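Enzyme (4 nM final) mixed with compound (up to 77 uM), then 4-MU-alpha-D-pyranoside (400 uM final) added; 20 min at room temperature, pH 5.0. Reaction stopped at pH 10, fluorescence read, AC50 derived by Hill fit.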
* = called active by the depositor; ? = inconclusive; / = not tested or not shown; & = joins results of further samples; [ ] = another dose, or the depositor's remark. Unless noted, the call rests on the fitted dose curve; in most records, active means well fitted curve in the direction sought with a large enough effect; inconclusive means small, poorly fitted or top-dose-only effect, or another doubt; inactive means no such curve, though single readings can be large; an effect the other way counts as inactive or inconclusive. The list is partial; the hit share may differ from the screen's.

A first look:
| SMILES | aGlu spleen mod | HTT aggregate | LMNA splice mod | GAA glycogen | HTT ATP protect | CBFb-RUNX1 inh | GAA inh |
| --- | --- | --- | --- | --- | --- | --- | --- |
| CCCCCCn1c(=O)c(C(=O)Nc2c(C)n(C)n(-c3ccccc3)c2=O)c(O)c2ccccc21 | 0% | -19%[9.22 µM] | / | 3% | 6%&19%[10 µM] | 11% | / |
| COc1ccc(-n2c(O)c(/C(C)=N/N3CCCCCC3)c(=O)[nH]c2=O)cc1 | 8% | -3%[9.22 µM] | / | -4% | 6%[10 µM] | 5% | / |
| C[C@]12CC[C@H]3[C@@H](C[C@H](F)C4=CC(=O)CC[C@@]43C)[C@@H]1CC[C@@H]2O | 3% | / | / | / | -6% | 5% | / |
| CCN(CC)CCO | 9% | / | / | / | -31%[inhibitor] | 11%[21.7 µM] | / |

The whole of this part, from the first entry:
| SMILES | aGlu spleen mod | HTT aggregate | LMNA splice mod | GAA glycogen | HTT ATP protect | CBFb-RUNX1 inh | GAA inh |
| --- | --- | --- | --- | --- | --- | --- | --- |
| CCCCCCn1c(=O)c(C(=O)Nc2c(C)n(C)n(-c3ccccc3)c2=O)c(O)c2ccccc21 | 0% | -19%[9.22 µM] | / | 3% | 6%&19%[10 µM] | 11% | / |
| COc1ccc(-n2c(O)c(/C(C)=N/N3CCCCCC3)c(=O)[nH]c2=O)cc1 | 8% | -3%[9.22 µM] | / | -4% | 6%[10 µM] | 5% | / |
| C[C@]12CC[C@H]3[C@@H](C[C@H](F)C4=CC(=O)CC[C@@]43C)[C@@H]1CC[C@@H]2O | 3% | / | / | / | -6% | 5% | / |
| CCN(CC)CCO | 9% | / | / | / | -31%[inhibitor] | 11%[21.7 µM] | / |
| CC1(C)CN2C(c3ccc(Cl)cc3)N2C1 (stereo not given) | -2% | 7% | 6% | -3% | 16% | 3% | -9% |
| Clc1cccc(Cl)c1 | 5% | / | / | / | -11% | 2%[21.7 µM] | / |
| O=C(Cn1ccc2ccccc2c1=O)NCC(=O)N1CCC2(CC1)OCCO2 | -3% | -19% | ? | 6% | -15% | 2% | -7% |
| CCOC(=O)C1C2c3ccccc3O[C@@]1(C)N=C1SCC(=O)N12 (stereo not given in full) | -1% | -18% | ? | 16% | -4% | -2% | -11% |
| CCC(=NCc1ccc2c(c1)OCO2)c1c(O)n(C2CCCCC2)c(=O)[nH]c1=O | -16% | ? | -14% | -4% | 7%[10 µM] | 7% | -9% |
| COc1ccccc1OCC#CCN1CCCC(C)C1 (stereo not given) | 5% | 2% | / | -3% | -40%[inhibitor] | 0% | -14% |
| C[C@H](Cc1ccc2c(c1)OC(C(=O)O)(C(=O)O)O2)NC[C@H](O)c1cccc(Cl)c1 | -2%&6% | / | -2% | / | -31%[inhibitor] | 8%&5% | / |
| COc1cccc(-c2nc3ccc(N4CCN(C)CC4)cc3[nH]2)c1 | 5% | 22% | / | -5% | -171%[inhibitor] | -5% | -2% |
| Fc1ccc(C(OCCN2CCN(C/C=C\c3ccccc3)CC2)c2ccc(F)cc2)cc1 | -12% | / | / | / | -59%[inhibitor] | -22%[21.7 µM] | / |
| CCn1c(=O)cc(OCC(=O)N2CCC3(CC2)OCCO3)c2ccccc21 | -8% | 31% | -7% | -3% | -13% | -1% | 3% |
| Cc1ccccc1OCCCn1cc(C(=O)C(=O)N2CCOCC2)c2ccccc21 | 0% | 19% | / | 5% | -4%[10 µM] | 4% | 7% |
| COc1cc2occc2c2oc(=O)ccc12 | -1%&0%&2% | 28% | -10%&-1% | 10% | -46%[inhibitor] | 9% | 3% |
| COC(=O)C1=CO[C@@H](C)[C@@H]2CN3CC[C@@]4(C(=O)Nc5ccccc54)[C@@H]3C[C@H]12 | -2% | 0% | 14% | -1% | / | 1%[2.36 µM] | 7% |
| O=c1cccc2n1CC1CC2CN(Cc2cccc(Cl)c2Cl)C1 (stereo not given) | -6% | -14% | ? | 2% | 0% | 5% | -6% |
| OCC12CO[C@@H]3c4ccccc4[C@H](OC1)N32 (stereo not given in full) | 0% | 4% | 6% | -9% | -7%[10 µM] | -2% | 0% |
| CN(C)CCC=C1c2ccccc2CCc2ccccc21 | -13% | -2% | ? | 3% | ? | -25% | -5%[15.4 µM] |
| COc1ccc(C(=O)C2CCCN(Cc3ccon3)C2)c(OC)c1 (stereo not given) | 2% | -11%[9.22 µM] | / | 5% | -11%[10 µM] | 12% | / |
| O=C(O)C(Br)CBr (stereo not given) | 0% | / | / | / | -12% | -7%[21.7 µM] | / |
| CC(=O)Nc1ccc(S(=O)(=O)NC(CC(=O)N2CCC3(CC2)OCCO3)C(C)C)cc1 (stereo not given) | 2% | 9% | 10% | -8% | 7%[10 µM] | 7% | -2% |
| Nc1ccc(C2(c3ccc(N)cc3)CCCCC2)cc1 | 7% | 15% | / | -11% | -7% | -25% | -4% |
| CN1CCN(c2ccc([N+](=O)[O-])c(N/N=C3\CN4CCC3CC4)c2)CC1 | -9% | -8% | -6% | 2% | -19% | -2% | -12% |
| CCCC12CN3CCN(CC(C3)/C1=N\NC(=O)c1ccncc1)C2 | 0% | -14% | / | -13% | -13% | 3% | 1% |
| CCCCn1c(O)c(C(C)=Nc2ccc(OCC)cc2)c(=O)[nH]c1=O | 0% | -12% | ? | -17% | -8% | 5% | ? |
| Cc1c2ccncc2c(C)c2c1[nH]c1ccccc12 | 5% | -11% | ? | -16% | -82%[inhibitor][40.3 µM] | 25% | 3%[15.4 µM] |
| N=C1c2ccccc2CN1NC(=O)c1ccccc1 | 2% | -1% | -7% | -2% | 12%[10 µM] | 2% | 3% |
| O=c1c(C=NCCN2CCNCC2)c(O)n(C2CCCCC2)c(=O)n1C1CCCCC1 | -3% | 15% | -3% | -6% | -5% | 7% | ? |
| COc1ccc(CCn2c(O)c(C=NCCCN(C)C)c(=O)[nH]c2=O)cc1OC | -2% | -13% | 4% | 3% | -12%[10 µM] | 5% | 9% |
| COc1ccc(Cc2nccc3cc(OC)c(OC)cc23)cc1OC | 9% | 2% | ? | 6% | ? | ? | -7%[15.4 µM] |
| O=C(c1cc(Br)ccc1Cl)N1CCC2(CC1)OCCO2 | -6% | -32% | -5% | -3% | 1% | -1% | -4% |
| CCS(=O)(=O)N1CCC(C(=O)N2CCC3(CC2)OCCO3)CC1 | -1% | -2% | ? | 2% | 0%[10 µM] | 0% | -11% |
| COc1cc(/C=C/c2nc3ccccc3c(=O)n2-c2cccc(O)c2)ccc1O | -16% | 31%[9.22 µM] | / | -29% | -2%[10 µM] | -5% | / |
| CC(C)(C)NCC(O)c1cc(Cl)c(N)c(Cl)c1 (stereo not given) | -5%&9%&-1%&-3% | 35%&8% | ? | 4% | -8%&-53% | 5%&20%&2%&13% | 0%[15.4 µM] |
| N[C@H](CCCCCP(=O)(O)O)C(=O)O | -2%&-3%&5% | / | -18% | / | 12% | 3% | / |
| CCOC(=O)c1ccc(N=C(C)c2c(O)[nH]c(=O)[nH]c2=O)cc1 | -3% | -9%[9.22 µM] | / | 5% | 9%[10 µM] | -2% | / |
| C=C(C)CCl | -1% | / | / | / | -15% | 26%[21.7 µM] | / |
| COP(=O)(OC)C1(Nc2ccc(C)cc2)CCCCC1 | 1% | 12% | -1% | 16% | -2%[10 µM] | -2% | -6% |
| O=c1[nH]c(=S)n(Cc2ccc(F)cc2)c(O)c1/C=N/N1CCCCCC1 | 6% | 17% | -7% | ? | -8%[10 µM] | -4% | 6% |
| c1cncc(CNC2CCCC2)c1 | -15% | -4%[9.22 µM] | / | 19% | 6%[10 µM] | -5% | ? |
| CNC1(c2ccccc2Cl)CCCCC1=O (stereo not given) | 3% | 13%&-8% | ? | / | 10%&-37% | -1% | / |
| CC/C(=N\Nc1ccccc1)c1c(O)[nH]c(=O)[nH]c1=O | -9% | 12%[9.22 µM] | / | ? | 28%[10 µM] | -2% | -3%[15.4 µM] |
| O=C(c1ccccc1)c1ccc(N=Nc2c(O)[nH]c(=O)[nH]c2=O)cc1 | -4% | ? | -23%[46 µM] | 5% | -44%[inhibitor] | / | ? |
| COc1cc(N2CCOCC2)ccc1/C=C1\C(=O)NC(=O)N(Cc2ccc3c(c2)OCO3)C1=O | -7% | -16% | / | 3% | -27% | 1% | -5% |
| Cc1nc(N2CCN(Cc3ccccc3)CC2)nc2c1C(=O)CC(C)C2 (stereo not given) | -13% | ? | ? | -1% | -9% | -2% | 0% |
| O=C(C1CCC(=O)N1Cc1ccccc1Cl)N1CCC2(CC1)OCCO2 (stereo not given) | 4% | 7% | -1% | 2% | 15% | 1% | 3% |
| CN1[C@@H]2CCC[C@H]1CC(=O)C2 | 0%[29.1 µM] | / | -6% | / | 17%[17.1 µM] | -17%[21.7 µM] | / |
| Cc1nnc2n1-c1ccc(Br)cc1C(c1ccccc1Cl)=NC2 | -3% | -3% | 4% | 1% | 7% | 7% | 4% |

The list goes on.
| SMILES | aGlu spleen mod | HTT aggregate | LMNA splice mod | GAA glycogen | HTT ATP protect | CBFb-RUNX1 inh | GAA inh |
| --- | --- | --- | --- | --- | --- | --- | --- |
| Clc1ccc([C@@H](OCCN2CCCCC2)c2ccccc2)cc1 | 2%[29.1 µM] | -6%[20.6 µM] | ? | / | -55%[inhibitor][17.1 µM] | 2%[21.7 µM] | / |
| O=P(O)(O)C#Cc1ccccc1 | -15% | -9% | 7% | 9% | -8% | 0% | -4% |
| CC(C)OC(=O)C1C(=O)NC2(C)CC1c1ccccc1O2 (stereo not given) | -3% | -15% | 6% | -1% | 8% | -6% | -2% |
| CCCCCCCCCc1ccc(OCCOCCOCCOCCOCCOCCOCCOCCOCCO)cc1 | -8% | -25% | ? | / | -48%[inhibitor] | / | / |
| N#Cc1c(/N=C/c2c(O)n(Cc3ccco3)c(=O)[nH]c2=O)sc2c1CCCC2 | -5% | -5% | 2% | 14µM* | 16% | -3% | 11% |
| N#CCCn1cc(C=C2C(=O)NC(=O)NC2=O)c(-c2ccccc2)n1 | 8% | 11% | 5%[9.22 µM] | 0% | -24% | 5% | 9% |
| COc1ccc(CN2C(=O)NC(=O)/C(=C/c3ccc([N+](=O)[O-])o3)C2=O)cc1 | -4% | 4% | / | -26% | -46%[inhibitor] | / | -6% |
| CCCc1cc2c(n1CCO)C(C)C1CN(C(=O)c3ccccc3)C(C)(C(=O)OC)C21 (stereo not given) | -9% | / | / | / | -20% | 14% | / |
